Screening results deposited in PubChem BioAssay by several laboratories.
GAA850 FXN act: activators of GAA850 frataxin (FXN) promoter. HEK293 lucGAA850 FXN promoter luciferase reporter, 24 h; percent of 10 µM SAHA response. activation, % at 6 µM. actives 0.56% (n = 360,000);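 active = activation above the average of all compounds screened plus 3 SD, cutoff fixed separately per campaign, cut at about 7.5% in these data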;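 also: 0% = DMSO wells and 100% = 10 µM SAHA wells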
DAX1 inh-1: DAX1 (NR0B1) inhibition, primary screen | actives 1.1% (n = 370,000) | AID 652010 | HEK293T StAR-luciferase reporter, SF-1/DAX-1 repression relief | inhibition, % at 6.8 µM;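 active = inhibition above the mean over all tested compounds plus 3 SD, cut at about 3.6% in these data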;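 also: 0% = DAX-1 cells with DMSO and 100% = cells lacking DAX-1 with DMSO; higher inhibition means more luminescence from relief of DAX-1 repression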
hgDAF12 agonist: agonists of H. glycines DAF-12 nuclear receptor. actives 1.8% (n = 370,000). activation, % at 6.8 µM. HEK293 GAL4-hgDAF12 UAS-luciferase reporter, agonist luminescence; normalized to butyrate control;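 active = activation above a cutoff set at the mean of all screened compounds plus 3 SD, cut at about 10% in these data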;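 also: 0% = DMSO wells and 100% = sodium butyrate wells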
sPLA2-III inh: Inhibits HGIII-sPLA2 liposome hydrolysis, primary screen; AID 743126; Q9NZ20; inhibition, % at 12.2 µM; actives 0.56% (n = 370,000); QFRET BODIPY PC-A2 liposome hydrolysis, fluorescence;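 active = inhibition above mean plus 3 SD of compounds lying within the high and low control bounds, cut at about 19% in these data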;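 also: 0% = median of test compound wells and 100% = no enzyme DMSO wells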
hcDAF-12 act: activates DAF-12 receptor from parasite H. contortus. activation, % at 6.8 µM. actives 1.4% (n = 370,000). AID 652067. HEK293 hcDAF-12 lit1-tk-luc reporter, luminescence; 0% DMSO, 100% Δ7-dafachronic acid;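 active = activation above the mean of all tested compounds plus 3 SD, cut at about 5.5% in these data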;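 also: 100% = response to 3 µM Δ7-dafachronic acid high control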
DAX1 inh-2: NR0B1 (DAX1) inhibition; P51843; HEK293 Gal4-DAX1 luciferase reporter, luminescence; inhibition, % at 6.75 µM; actives 0.99% (n = 340,000); AID 504766;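 active = inhibition above the mean over all tested compounds plus 3 SD, cut at about 4.2% in these data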;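 also: 0% = DAX1-transfected cells with DMSO and 100% = empty-vector control cells with DMSO; inhibition shows as a rise in luminescence from relieved DAX1 repression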
PLC-beta3 inh: inhibitors of human phospholipase C beta3; Purified PLC-beta3, fluorogenic substrate, fluorescence; inhibition, % at 12.2 µM; actives 0.18% (n = 370,000); in the data active = inhibition above about 11%;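 also: 0% = median of compound wells on plate and 100% = full blocker control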
Target sequence (Q01970 whole entry, looked up): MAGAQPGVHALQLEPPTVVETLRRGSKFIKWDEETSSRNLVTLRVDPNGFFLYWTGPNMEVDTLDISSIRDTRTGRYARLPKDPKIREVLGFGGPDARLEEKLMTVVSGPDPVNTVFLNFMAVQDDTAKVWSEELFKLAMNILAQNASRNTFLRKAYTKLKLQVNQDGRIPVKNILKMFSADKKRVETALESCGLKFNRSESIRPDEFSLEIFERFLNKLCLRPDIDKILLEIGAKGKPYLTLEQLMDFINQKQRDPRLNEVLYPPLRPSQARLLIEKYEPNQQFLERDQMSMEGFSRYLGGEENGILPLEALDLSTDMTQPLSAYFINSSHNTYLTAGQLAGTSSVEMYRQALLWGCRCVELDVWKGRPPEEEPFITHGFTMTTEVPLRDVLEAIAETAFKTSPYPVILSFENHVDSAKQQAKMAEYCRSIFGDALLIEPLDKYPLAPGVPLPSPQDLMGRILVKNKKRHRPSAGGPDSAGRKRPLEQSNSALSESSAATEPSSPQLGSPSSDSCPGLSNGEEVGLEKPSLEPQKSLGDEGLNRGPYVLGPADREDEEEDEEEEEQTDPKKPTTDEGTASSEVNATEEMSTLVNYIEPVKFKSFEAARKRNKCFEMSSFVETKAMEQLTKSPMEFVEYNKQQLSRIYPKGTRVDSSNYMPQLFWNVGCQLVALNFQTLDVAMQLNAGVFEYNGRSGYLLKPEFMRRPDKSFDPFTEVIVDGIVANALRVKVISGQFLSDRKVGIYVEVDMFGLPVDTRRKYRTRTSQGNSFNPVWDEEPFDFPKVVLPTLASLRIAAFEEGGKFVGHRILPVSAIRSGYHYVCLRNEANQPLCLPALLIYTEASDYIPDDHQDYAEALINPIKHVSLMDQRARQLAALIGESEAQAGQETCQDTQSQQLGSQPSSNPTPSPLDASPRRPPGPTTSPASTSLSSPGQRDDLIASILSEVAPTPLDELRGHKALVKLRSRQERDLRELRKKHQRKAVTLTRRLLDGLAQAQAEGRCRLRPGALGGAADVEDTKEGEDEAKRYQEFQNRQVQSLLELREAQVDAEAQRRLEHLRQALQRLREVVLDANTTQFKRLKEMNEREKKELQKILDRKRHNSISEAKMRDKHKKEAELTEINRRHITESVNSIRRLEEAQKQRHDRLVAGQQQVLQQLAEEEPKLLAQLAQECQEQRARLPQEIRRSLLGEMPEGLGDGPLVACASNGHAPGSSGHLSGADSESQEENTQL
Rev-erbA mod: Rev-erb alpha (human) modulation | P20393 | Rev-erbα–FITC-DNA binding, fluorescence polarization, 90 min | AID 1259318 | actives 0.79% (n = 370,000) | activity, % at 10 µM;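 active = activity above about 14%, limit read from the data; passing the limit was not always enough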;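 also: 0% = DMSO wells with 35 nM protein and 100% = DMSO wells with 750 nM protein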
ssDAF-12 act: S. stercoralis DAF-12 activation, primary screen | HEK293 ssDAF-12/GRIP1 lit1-tk-luc reporter, luminescence; % of 3 µM dafachronic acid response | actives 1% (n = 370,000) | activation, % at 6.8 µM;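 active = activation above the mean over all tested compounds plus 3 SD, cut at about 0.9% in these data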;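 also: 0% = DMSO-only wells and 100% = 3 µM delta7-dafachronic acid wells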
PG9 Ab binder: small molecules binding HIV-1 gp120 antibody PG9. inhibition, % at 6.7 µM. AID 624416. actives 0.43% (n = 360,000). TR-FRET gp120-PG9 antibody binding; in the data active = inhibition above about 8.5%
SMARCA2 act: SMARCA2 function activation, primary screen. actives 1% (n = 370,000). activation, % at 9.1 µM. AID 652017. MG213 cells, MMTV-luciferase reporter, dexamethasone, overnight; in the data active = activation above about 7.8%;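 also: 0% = vehicle wells and 100% = reference activator wells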
Numbers without * were called inactive; i = inactive; . = no result given.

The line under a structure holds: hgDAF12 agonist	DAX1 inh-2	DAX1 inh-1	PG9 Ab binder	Rev-erbA mod	PLC-beta3 inh	hcDAF-12 act	SMARCA2 act	GAA850 FXN act	ssDAF-12 act	sPLA2-III inh
1) O=C(CCNC(=O)c1ccc([N+](=O)[O-])cc1)Nc1nc2ccccc2[nH]1
→ -0.2	0.1	-1.2	-0.9	-7	0	-1.3	-1	0.8	-0.4	15
2) Cc1ccc(CN(CC(=O)NCCc2ccccc2)C(=O)CCCC(=O)Nc2cc(C)on2)cc1
→ -1.1	1.4	1.1	2.1	0	-2	0.0	1	-0.3	-0.7	-5
3) O=C(CCSCc1cccc(Cl)c1)NCCc1ccc(Cl)cc1
→ -2.1	0.8	0.0	-1.3	2	-7	0.8	0	0.3	-1.1	-11
4) Cc1cccc(-c2n[nH]c([N+](=O)[O-])n2)c1
→ 2.3	0.1	0.1	-1.3	-4	2	3.1	1	-2.8	-0.4	1
5) CC(C)C[C@H](CO)Nc1nc(N(C)c2cccc(Cl)c2)c2ncn(C(C)C)c2n1
→ -3.8	0.2	-0.5	0.7	1	-17	-1.9	1	-8.1	-1.0	-10
6) Cc1ccc(Cl)cc1N1CCN(S(=O)(=O)c2ccc3[nH]c(=O)c(=O)[nH]c3c2)CC1
→ 2.1	0.0	0.5	-1.2	-1	-10	-1.0	2	0.2	-0.9	-7
7) CNC1(C(N)=O)CCN(Cc2ccccc2)CC1
→ 3.9	0.4	0.4	-2.2	7	-2	-0.6	-2	1.0	-0.7	0
8) COc1ccccc1CCC(=O)N1CCC(n2nccc2NC(=O)C2CCOC2)CC1 (stereo not given)
→ -2.1	0.6	-1.6	-1.4	-4	-10	-2.1	2	2.6	-0.9	-2
9) CC1(NC(=O)NCCCCCCNC(=O)NC2(C)CCS(=O)(=O)C2)CCS(=O)(=O)C1 (stereo not given)
→ -1.7	1.7	0.0	1.5	-1	-8	-1.8	-1	2.6	-1.2	7
10) CCC(=O)N1N=C(c2ccc(NS(=O)(=O)c3ccccc3)cc2)CC1c1ccco1 (stereo not given)
→ 0.6	-0.9	0.8	0.2	-3	-11	0.0	-4	0.8	-1.4	-3
11) COc1ccc(CNC(=O)CN2CCC(n3nnc4cc(F)ccc43)CC2)cc1
→ -2.7	0.9	-0.8	0.0	0	-8	-3.1	0	1.2	-2.3	-6
12) Cc1ccc(S(=O)(=O)NCC(C)NS(=O)(=O)c2ccccc2[N+](=O)[O-])cc1 (stereo not given)
→ -0.5	0.6	-0.1	1.1	0	4	1.7	-1	0.1	-0.9	-9
13) CCc1ccc(OCC(=O)N/N=C(\C)c2ccc3c(c2)OCCO3)cc1
→ -0.1	-2.0	-0.3	-2.4	3	0	-2.3	4	1.2	-0.8	-1
14) COc1ccc(C2NC(=O)CS2)cc1OC (stereo not given)
→ -1.7	0.8	0.1	-0.7	-1	2	-1.4	-3	-0.2	-0.9	-1
15) CCc1nc(N)c(C#N)c(-c2ccccc2OC)c1C
→ -1.6	0.4	-0.3	2.3	4	-20	-1.6	-1	1.3	-1.5	-6
16) CN(CC(=O)Nc1ccccc1Br)CC(=O)Nc1ccccc1C(F)(F)F
→ -1.5	-0.7	-0.3	2.0	-1	-3	-1.2	-1	0.7	-0.9	-5
17) CCOc1ncccc1C(=O)Nc1nc(SC)ns1
→ 14*	2.0	0.9	1.4	-1	-3	6.9*	3	5.4	0.3	2
18) CCOc1ccccc1NC(=O)Cc1coc2cc(C)ccc12
→ -3.0	-1.0	0.2	0.4	-2	-1	-2.4	-1	0.9	-1.0	-5
19) COc1ccc(-c2nc(S(=O)(=O)c3ccc(C)cc3)c(N3CCCC3)o2)cc1
→ 1.6	-0.4	1.0	0.0	-1	-1	-0.1	2	-0.1	-1.4	2
20) OC(CN1CCCCC1)c1ccc(Br)cc1 (stereo not given)
→ 1.3	1.9	-0.7	1.7	0	-2	0.3	-2	1.6	-1.6	13
21) COc1cc(C2NC(=S)NC(C)=C2C(=O)Nc2cc(C)cc(C)c2)ccc1O (stereo not given)
→ -0.9	1.6	-0.6	-0.7	1	-7	-0.6	1	1.3	-0.9	9
22) Cn1c(SCc2ccccc2)nnc1-c1ccncc1
→ 1.6	-0.9	-0.4	0.8	1	-25	-1.7	-1	0.4	-0.7	-1
23) CCn1c(SCC(=O)c2ccccc2)nnc1-c1cccs1
→ 5.4	2.0	0.5	0.9	4	0	-0.8	3	0.4	-0.8	-12
24) Cc1ccc(N2CC(C(=O)Oc3cccc(N4C(=O)CCC4=O)c3)CC2=O)cc1 (stereo not given)
→ 3.7	-0.2	-0.2	-0.7	-3	5	-0.8	2	-0.6	-1.8	-5
25) O=C(Nc1ccc(S(=O)(=O)Nc2ccc(Cl)cc2)cc1)C1CCCO1 (stereo not given)
→ -4.6	-1.7	-1.8	-3.5	-1	2	-2.2	-1	0.8	-2.2	-14
26) Cc1ccc(N=c2oc3cc(O)ccc3cc2C(N)=O)cc1
→ 18*	0.0	1.6	0.0	-1	i	4.8	1	-6.9	-0.7	3
27) Cc1ccccc1-c1cnc(C(O)c2cccc(C)c2C)[nH]1 (stereo not given)
→ -0.6	.	0.8	0.8	-2	2	0.8	1	-0.9	-1.6	-10
28) CCOC(=O)c1ccccc1NC(=O)CSc1nnc(C)c(=O)[nH]1
→ -0.4	-1.1	-0.3	-0.2	-1	-10	0.2	-1	0.2	-0.7	-3
29) COc1ccc(CCNC(=O)CN(c2cc(C)cc(C)c2)S(=O)(=O)c2c(C)noc2C)cc1OC
→ -2.0	0.5	0.2	-1.4	4	-5	-1.7	-2	-2.0	-1.4	-4
30) Nc1nc(Nc2ccc(Cl)cc2)c(NC=O)c(=O)[nH]1
→ 0.7	.	0.2	-2.2	3	0	-1.2	-4	0.6	-1.7	-1

Down the list, as entered above:
hgDAF12 agonist for entries 21–30 → -0.9, 1.6, 5.4, 3.7, -4.6, 18*, -0.6, -0.4, -2.0, 0.7
DAX1 inh-1 for entries 21–30 → -0.6, -0.4, 0.5, -0.2, -1.8, 1.6, 0.8, -0.3, 0.2, 0.2
sPLA2-III inh for entries 21–30 → 9, -1, -12, -5, -14, 3, -10, -3, -4, -1

(cont.)
The line under a structure holds: hgDAF12 agonist	DAX1 inh-2	DAX1 inh-1	PG9 Ab binder	Rev-erbA mod	PLC-beta3 inh	hcDAF-12 act	SMARCA2 act	GAA850 FXN act	ssDAF-12 act	sPLA2-III inh
31) O=C(CCNS(=O)(=O)c1cccc2nsnc12)Nc1ccc2c(c1)OCCO2
→ -3.6	-0.6	-0.6	0.8	-6	0	-0.9	-1	-2.8	-1.7	0
32) O=C(NCc1cc(Cl)cc(Cl)c1)c1csc([C@@H]2C[C@H](O)[C@@H](CO)O2)n1
→ -4.8	.	0.0	-1.1	-4	-3	0.8	-3	-0.1	-0.8	6
33) CSc1nc(C)cc(OCCNS(=O)(=O)c2cc(C)ccc2C)n1
→ -0.9	0.2	-0.7	1.2	-6	0	-1.0	-2	1.3	-1.5	-2
34) Cn1c(=O)[nH]c(=O)c2c1nc(NCc1ccccc1)n2CC(O)c1ccccc1 (stereo not given)
→ 0.3	0.1	-0.3	-0.6	2	3	-0.5	-1	-0.1	-1.6	5
35) O=C(CCC1CCCN(C(=O)c2ccc3c(c2)OCCO3)C1)NCc1ccccc1F (stereo not given)
→ 3.3	0.6	0.8	0.1	2	-5	1.1	3	3.1	-1.3	-5
36) Cc1c(Cl)c([N+](=O)[O-])nn1Cc1ccc(C(=O)N/N=C\c2cccc(Br)c2)o1
→ 0.1	-1.8	-0.4	-0.8	1	0	-1.1	0	-0.1	-1.1	-3
37) COc1ccc(CCC(=O)Nc2nnc(C(C)(C)C)s2)cc1
→ 1.9	-0.6	0.1	-0.4	6	-3	-0.3	-3	2.5	-1.2	-2
38) CC(=O)Nc1sc(C)c(C)c1C(=O)OCC(=O)NCc1ccc(F)cc1
→ 0.4	0.8	0.4	9.3*	17*	-4	1.4	1	-0.7	-1.0	-2
39) COC(=O)C1=C(C)N(Cc2ccc(C(F)(F)F)cc2)C(=NCC2CC2)NC1c1cccc(Cl)c1 (stereo not given)
→ -1.0	.	-0.7	0.6	1	-4	0.3	-5	.	-1.2	-3
40) Nc1cc(=O)[nH]c(SCC(=O)c2ccc(O)cc2O)n1
→ 1.4	1.4	0.7	0.2	-2	-4	-1.1	0	-0.1	-1.3	-1
41) CCc1ccccc1NC(=O)N1CCC(NC(=O)C(Cc2ccccc2)NC(C)=O)CC1 (stereo not given)
→ 0.8	0.3	0.0	-1.9	-4	-6	-1.6	-4	-1.0	-1.6	9
42) Cc1cccc(N2CCN(C(=O)CN3C(=O)NC(C)(C)C3=O)CC2)c1C
→ 0.2	0.7	-0.3	0.0	-11	-8	-1.0	1	2.9	-1.0	5
43) O=C(CNC(=O)c1ccccc1)OCC(=O)N1c2ccccc2Sc2ccccc21
→ 1.1	0.2	-0.2	-1.1	6	3	-1.9	1	0.8	-1.6	-20
44) Cc1n[nH]c(C)c1CCCOc1ccccc1
→ 0.4	-0.2	-0.4	0.7	-2	1	-0.5	0	-1.7	-1.3	-7
45) CCCn1c(NC(=O)C2CCN(C(=O)c3ccccc3C)CC2)nc2ccccc21
→ 0.2	-2.7	-4.8	-1.0	-2	-1	-1.8	-1	0.7	-1.1	-1
46) COc1ccc(C2(CNC(=O)c3cccc([N+](=O)[O-])c3)CCOCC2)cc1OC
→ 0.3	-0.7	-0.6	-2.0	-3	1	0.9	1	4.6	-1.6	-1
47) COc1ccccc1NC(=O)Nc1ccccc1C(=O)NCCCN1CCOCC1
→ -0.4	-0.3	-0.1	0.4	-7	-14	-0.8	-1	0.2	-0.1	3
48) CC1CCc2cc(F)cc3c(O)c(C(=O)NCc4ccco4)c(=O)n1c23 (stereo not given)
→ 1.4	0.5	-0.4	3.3	1	-1	-0.3	-2	0.7	-1.2	8
49) Fc1ccc(NC(=S)N/N=C/c2ccc(F)c(F)c2)cc1
→ 5.4	-0.7	1.0	1.1	4	-8	-0.8	-2	3.9	-0.9	13
